Screening results from PubChem BioAssay.
CF NFkB inh – inhibitors of cystic fibrosis induced NF-kB; inhibition, % at 5 µM; KKLEB NF-kB-GFP reporter, PAF-induced, GFP fluorescence overnight; 360,000 tested, 0.86% active;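 active = at least 50% inhibition at 5 µM, scaled per plate between neutral and stimulator controls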;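 also: PAF is a Pseudomonas aeruginosa culture filtrate used as stimulus; plate controls were PAF-stimulated DMSO wells for no effect and unstimulated DMSO wells for full effect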
Peg3 prom inh – inhibitors of Peg3 promoter; HeLa PEG-Prom luciferase reporter, luminescence, overnight; inhibition, % at 20 µM; 360,000 tested, 1.7% active;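 active = inhibition of at least 50% at 20 µM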
NR2E3 ag-1 – activates human photoreceptor nuclear receptor NR2E3; 320,000 tested, 0.12% active; Q9Y5X4; GST-NR2E3/biotin-RetCOR TR-FRET, 1536-well; inhibition of corepressor binding, % at 4.78 µM; AID 2300;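 active = percent inhibition above the cutoff of mean plus 3 SD of all tested compounds, set per screening campaign, cut at about 20% in these data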;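 also: 0% = DMSO wells and 100% = biotin wells as full block of FRET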
Target sequence (Q9Y5X4 whole entry, looked up): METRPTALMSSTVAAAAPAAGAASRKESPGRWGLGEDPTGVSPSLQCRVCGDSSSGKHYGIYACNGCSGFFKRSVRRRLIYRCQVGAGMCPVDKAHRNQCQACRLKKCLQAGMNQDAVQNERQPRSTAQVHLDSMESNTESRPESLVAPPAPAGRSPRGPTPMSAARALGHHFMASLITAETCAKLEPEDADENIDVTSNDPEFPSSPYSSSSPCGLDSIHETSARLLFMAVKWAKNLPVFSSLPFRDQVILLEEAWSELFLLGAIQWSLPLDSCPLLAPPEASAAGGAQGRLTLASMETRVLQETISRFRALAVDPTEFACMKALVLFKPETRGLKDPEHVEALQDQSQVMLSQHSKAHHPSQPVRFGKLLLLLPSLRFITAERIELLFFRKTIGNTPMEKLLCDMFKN
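Material: NR2E3–RetCOR corepressor complex / Incubation: Compound–protein incubation for 5 h at 4 °C / Dosing: compound at 4.8 µM, single dose / Detection: time-resolved FRET / Benchmarks: high control biotin, low control 0.6% DMSO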
Shn3 3UTR inh – Schnurri-3 reporter inhibition in Clone20 osteoblasts | Clone20 osteoblast Shn3 3'UTR firefly luciferase, 24 h | inhibition, % at 12.5 µM | 360,000 tested, 0.52% active | AID 588674;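 active = mean inhibition of at least 75% with every replicate also reaching 75%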;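 also: 0% = median of neutral control wells and 100% = pilot-screen positive control compound; some compounds past the cut are filed as inactive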
NR2E3 ag-2 – activates human NR2E3 receptor; 360,000 tested, 0.35% active; inhibition of corepressor binding, % at 3.98 µM; Q9Y5X4; CHO-S Gal4-NCOR/VP16-NR2E3 two-hybrid, luciferase; AID 602229;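 active = inhibition above the mean of all tested compounds plus 3 SD, cut at about 70% in these data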;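 also: 0% = DMSO with NR2E3 transfected cells and 100% = cells lacking NR2E3 construct; higher means lower luciferase signal from less NR2E3 corepressor binding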
KKLEB tox – reduces viability of KKLEB cystic fibrosis airway cells; KKLEB CF airway cells viability, ATPlite luminescence, overnight; active compounds read low; cells stimulated with P. aeruginosa culture filtrate; activity change (cytotoxicity), % at 5 µM; 360,000 tested, 0.36% active;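 active = corrected activity change at or below -50% at 5 µM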
PDI turbidity – inhibitors of human protein disulfide isomerase; PDI insulin aggregation turbidity, A650, 90 min; inhibition, % at 10 µM; 350,000 tested, 0.052% active; AID 588391;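 active = mean inhibition across replicates of 30% or more, whatever share of single replicates reach that level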;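 also: absorbance from insulin aggregation driven by PDI reduction with DTT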
Target sequence (P07237 whole entry, looked up): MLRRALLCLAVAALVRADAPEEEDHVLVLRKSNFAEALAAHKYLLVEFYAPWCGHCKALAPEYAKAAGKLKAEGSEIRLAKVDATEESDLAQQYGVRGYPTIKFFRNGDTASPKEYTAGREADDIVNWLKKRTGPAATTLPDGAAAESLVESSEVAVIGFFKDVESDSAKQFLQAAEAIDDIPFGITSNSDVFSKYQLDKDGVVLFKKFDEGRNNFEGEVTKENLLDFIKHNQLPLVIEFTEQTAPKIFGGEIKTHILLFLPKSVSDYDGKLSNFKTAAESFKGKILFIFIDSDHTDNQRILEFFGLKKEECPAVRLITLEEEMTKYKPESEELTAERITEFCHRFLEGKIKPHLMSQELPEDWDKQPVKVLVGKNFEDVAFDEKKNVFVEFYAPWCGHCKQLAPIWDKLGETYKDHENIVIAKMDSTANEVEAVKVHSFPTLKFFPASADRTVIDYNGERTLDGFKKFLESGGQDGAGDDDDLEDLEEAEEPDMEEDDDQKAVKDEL
TRPM1 prom inh – MITF TRPM1 promoter inhibition in SK-MEL-5 cells | SK-MEL-5 TRPM1 promoter luciferase, 24 h | inhibition, % at 12.5 µM | 330,000 tested, 0.83% active;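 active = mean inhibition across replicates of 60% or more, whatever share of single replicates reaches that level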; also: values of inactives mirror those of a sister screen read the other way
Vif inh – inhibitors of HIV Vif; 340,000 tested, 0.35% active; HEK293T cells, Vif self-association by quenched fluorescence, imaging, 24 h; inhibition, % at 7.49 µM; in the data active = inhibition above about 50%, passing the limit was not always enough; also: some results filed as inactive read as strong as hits
CaV13 FRET inh – Primary screen for inhibitors of IQ motif and Ca2+-dependent inactivation inhibitor domain binding in CACNA1D, Förster resonance energy transfer in living cells, … | HEK cells, CFP/YFP FRET ICDI-IQ, plate reader, 10 min; percent FRET-ratio fall versus neutral wells | AID 743397 | inhibition, % at 12.3 µM | 340,000 tested, 0.098% active;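 active = mean replicate inhibition of at least 30% and at least 1% of replicates passing that level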;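 also: 0% = median of the neutral control wells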
HIF-2a block – HIF-2a inhibition. 786-0 RCC cells HIF-2a reporter, luciferase luminescence, overnight. inhibition, % at 18.8 µM. 360,000 tested, 0.72% active. AID 624352;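 active = inhibition of the luminescence signal of 40% or more relative to plate controls, in a single-dose primary screen at 18.75 µM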
Numbers without * were called inactive; · = no result given; & = joins results of further samples.

SMILES	CF NFkB inh	Peg3 prom inh	NR2E3 ag-1	Shn3 3UTR inh	NR2E3 ag-2	KKLEB tox	PDI turbidity	TRPM1 prom inh	Vif inh	CaV13 FRET inh	HIF-2a block
CC(C)C[C@H](NC(=O)C1(c2ccccc2)CCN(C(=O)[C@H]2CSCN2C(=O)OC(C)(C)C)CC1)C(=O)O	0	5	-2	-7	-32	7	-4	-1	-3	-4	10
COc1ccccc1/C=C/CN1CCCC(CO)(CCc2ccccc2)C1 (configuration not stated)	-4	9	-3	26	-24	5	3	4	-4	-7	-1
O=C(N/N=C/c1ccc(O)c(O)c1)c1ccc(-n2cnnn2)cc1	-2	8	-1	-4	3	22	-5	-16	4	-3	12
CCc1cc(CNC(=O)CCc2nnc(Cc3cccc(C)c3)o2)on1	-4	-2	2	7	3	4	0	-3	6	-5	-20
O=C(O)CCC1=C2c3ccccc3CCN2C(=O)CC1	-9	-2	3	-5	0	-4	-2	8	-4	-8	17
O=C(CC(NC(=O)OCc1ccccc1)c1nn[nH]n1)OCc1ccccc1 (configuration not stated)	-20	-276	·	-21	-160	-1	-4	·	·	-3	-220
COc1cc(NC(=O)C2=C(C)OCCS2)c(Cl)cc1C(=O)NCCCN1CCCC(C)C1 (configuration not stated)	-14	-10	·	-6	-14	-8	-3	·	5	-5	-34
CCSc1nnc(Cc2cc(=O)[nH]c(=O)[nH]2)n1-c1ccc(Cl)cc1	-21	6	2	8	3	2	-7	-5	3	-7	17
O=C1CSCC(=O)N1Cc1ccc(Cl)cc1Cl	13	0	0	-7	16	-21	0	-23	-8	-4	10
COc1cccc(C2=NOC(C(=O)NCC3CCCO3)C2)c1 (configuration not stated)	14	3	0	-9	-19	-6	3	-18	0	-4	-12
C=C(C)C(=O)N1CC2(CC(c3cccc(NC(=O)/C(C)=C\C)c3)=NO2)C[C@H]1C(N)=O (some centres not stated)	-9	2	1	7	0	-6	-2	10	2	-8	16
Cc1cc(-c2ccc(C)c(S(=O)(=O)NCCCN3CCCCCC3)c2)on1	3	2	-1	-15	5	-3	7	-11	-2	-4	10

Three records drawn at random from those above, as already listed:
SMILES	CF NFkB inh	Peg3 prom inh	NR2E3 ag-1	Shn3 3UTR inh	NR2E3 ag-2	KKLEB tox	PDI turbidity	TRPM1 prom inh	Vif inh	CaV13 FRET inh	HIF-2a block
COc1ccccc1/C=C/CN1CCCC(CO)(CCc2ccccc2)C1 (configuration not stated)	-4	9	-3	26	-24	5	3	4	-4	-7	-1
O=C(CC(NC(=O)OCc1ccccc1)c1nn[nH]n1)OCc1ccccc1 (configuration not stated)	-20	-276	·	-21	-160	-1	-4	·	·	-3	-220
O=C(N/N=C/c1ccc(O)c(O)c1)c1ccc(-n2cnnn2)cc1	-2	8	-1	-4	3	22	-5	-16	4	-3	12

Going on with the list:
SMILES	CF NFkB inh	Peg3 prom inh	NR2E3 ag-1	Shn3 3UTR inh	NR2E3 ag-2	KKLEB tox	PDI turbidity	TRPM1 prom inh	Vif inh	CaV13 FRET inh	HIF-2a block
Cc1sc(NC(=O)CCCCC(=O)Nc2sc(C)c(C)c2C(=O)O)c(C(=O)O)c1C	-7	-14	3	7	-7	7	-5	7	-7	-17	12
COc1ccc(C2CC(c3ccc4ccccc4c3OC(C)=O)=NN2C(C)=O)cc1 (configuration not stated)	6	-212	2	-31	36	8	-4	-50	-20	-4	-278
CCc1nc2ccc(C(=O)NCc3ccccc3OC)cn2c1N(C)Cc1ccc(N(C)C)cc1	2	5	·	-2	-8	-13	20	·	2	-2	2
O=c1[nH]c(SCc2ccc(Cl)cc2)nc2c1CCC2	-23	-10	-1	18	-18	7	-6	5	5	-5	-14
Nc1ccc2c(c1)C(=O)Cc1ccccc1S2	5	-8	-1	-8	-20	1	1	-3	1	-17	-56
COc1ccc(C(=O)CCC(=O)N2CCN(c3ccc(N4CCOCC4)nn3)CC2)cc1	9	-12	4	-9	17	4	6	-14	-5	19	-12
CCCCOc1ccccc1C1C(C(=O)OC)=CN(CC)C=C1C(=O)OC	-22	37	1	23	10	6	-3	6	-17	·	14
O=C(Nc1cccc(C(=O)N2CCCCC2)c1)c1ccccc1Br	17	4	0	13	-8	23	-2	0	-9	·	0
CC(C)(Oc1ccc(CCNC(=O)c2ccc(-c3ccc(Cl)cc3)o2)cc1)C(=O)O	3	9	2	-15	-13	1	4	-10	2	-5	-2
O=C(Nc1nnc(-c2ccc3c(c2)OCCO3)o1)C1CCCCC1	5	-226	0	-52	-45	6	-3	-53	0	2	-246
CCOC(=S)SCC(=O)Nc1ncc(C)s1	32	-1	0	-7	-44	6	6	17	-10	-1	19
CCc1nc2c(OCCn3cccc3)cccn2c1N(C)C(=O)c1ccco1	-6	5	·	-25	-29	3	-3	·	9	-5	5
C[C@H](O)CNC(=O)c1[nH]cnc1C(=O)Nc1cccc(Cl)c1	6	1	·	-2	8	1	12	·	-2	-3	-25
O=C(COc1ccc2ccccc2c1)Nc1cccnc1Cl	3	-123	1	-21	10	-17	4	-34	13	-7	-147
COc1ccc(NCc2nnc(SCC(=O)Nc3ccccc3OC)o2)cc1	-8	-17	-1	-20	-56	2	-4	1	-2	-7	-18
CCOC(=O)c1cnc(-n2nc(C)cc2C)nc1NNc1nc(C)cc(C)n1	15	-20	-1	-22	-18	-12	1	14	-7	-1	1
CCCCN(C)CCNC(=O)CCNC(=O)Cn1ccc2ccccc2c1=O	4	13	0	5	15	-12	-7	7	0	-7	14
O=C(NC1CCCCC1)c1ccc(NS(=O)(=O)c2cccc3cccnc23)cc1	-10	36	3	19	-8	-7	6	10	1	-3	19
CCOc1ccc(OCCC(=O)OC(C)C(=O)Nc2ccc(Cl)cn2)cc1 (configuration not stated)	26	-10	·	-10	-11	-7	-1	5	2	-6	-6
CCOCCCn1c(NN)nc2ccccc2c1=O	7	0	-4	-4	-8	1	2	10	1	-2	15
Brc1ccc(-c2noc3c2-c2nc(-c4ccccc4)sc2CC3)cc1	-5	4	-4	-1	-31	-9	-6	-6	-3	-11	8
Cc1sc2ncnc(NCCCn3ccnc3)c2c1C	-3	12	-3	22	-10	6	-4	9	-12	-4	18
Cc1ccc(C(=O)OC(C)CN2C(C)CCCC2C)cc1 (configuration not stated)	8	-8	-1	-12	-7	2	-1	-18	-5	-4	8
CN(C(=O)c1ccc2nc(N)sc2c1)c1ccccc1	-2	7	1	9	-14	4	-22	4	-2	11	1
CCCS(=O)(=O)c1nc(S(=O)(=O)c2ccc(C)cc2)c(N2CCN(CC)CC2)s1	3	25	0	-4	-1	6	6	25	10	-1	0
Cc1ccc(CC(CC(=O)NCCc2ccc3c(c2)OCO3)C(=O)O)cc1 (configuration not stated)	8	12	6	-30	0	-1	6	0	-14	-6	15
O=C(C1COc2ccccc2O1)N1CCN(c2ccc(C(F)(F)F)cn2)CC1 (configuration not stated)	9	7	·	13	4	-4	-7	-4	-5	-5	-3
CCCCn1c(C(C)O)nc2ccccc21 (configuration not stated)	-1	18	1	-1	-12	-4	-4	9	·	·	10
CCCS(=O)(=O)NC(=O)C1(C)CCCN(C(=O)c2ccccc2F)C1 (configuration not stated)	-6	-1	·	0	-6	-2	3	·	-9	-4	10
O=C(NC(=S)NC1CCCCCC1)c1cncc(Br)c1	7	-253	0	-123	-101	-12	-4	-93	-7	-5	-212
CCOC(=O)c1cc2ccc3ccccc3c2oc1=O	-45	-1	2	-1	10	2	11	-7	-3	2	-13
O=C(C1CC(=O)N(c2ccc(F)cc2)C1)N1CCOCC1 (configuration not stated)	4	6	1	-22	-21	10	-2	5	2	-7	11
CCCN(CCC)CCNC(=O)Cn1cnc2sc(C)c(S(=O)(=O)N3CCOCC3)c2c1=O	11	10	2	-15	-19	-11	-3	-3	-1	-5	1
CC(C)C[C@@H](CNCC(=O)[C@H](CC(C)C)NC(=O)c1[nH]cnc1C(=O)N[C@@H](C)CN)NC(=O)c1nc[nH]c1C(=O)N[C@@H](CC(=O)O)C(=O)O	1	-6	·	-10	-30	6	4	3	6	-8	0
Cc1ccc(S(=O)(=O)N2CCC3(CC2)OCCO3)c(C)c1	-4	13	2	19	-34	-1	-5	12	·	-3	17
COc1ccccc1CNC(=O)CN1C(=O)NC2(CCCCCC2)C1=O	2	-4	·	-9	-7	2	3	5	-2	-6	6
COc1cc(/C=N/NC(=O)c2ccc(NS(=O)(=O)c3cccs3)cc2)cc(OC)c1O	3	-4	2	-10	23	-3	-6	·	1	-7	1
CCOC(=O)c1c(C)[nH]c(C)c1S(=O)(=O)NCCc1sccc1C	-1	2	-3	-6	-12	4	0	1	-7	-4	-5
CCN(CC)CCCN=Cc1c(O)n(-c2ccc(C)cc2)c(=O)c2ccccc12	-2	18	2	-15	-17	1	-3	-7	6	-17	7
NC(=O)CNC(=O)C1CCCc2c1[nH]c1ccc(Cl)cc21 (configuration not stated)	0	20	2	-3	4	2	12	14	4	-8	1
COc1ccc(OC)c(NC(=O)CN2C(=O)c3ccccc3S2(=O)=O)c1	4	-11	1	-46	-3	0	-2	1	-6	-6	4
O=C(Cn1cncn1)N/N=C/c1cc([N+](=O)[O-])ccc1O	5	6	0	21	-3	5	-3	-7	11	1	5
COC(=O)C(NC(=O)c1ccccc1)=C1CCCCC1	2	-1	2	-1	-11	1	3	-2	2	1	4
CCOC(=O)C1=C(CS(=O)(=O)c2ccc(F)c(C)c2)NC(=O)NC1c1ccc(O)c(O)c1 (configuration not stated)	-3	-11	2	-3	-12	-22	10	6	4	-6	6
COc1ccc(C(=O)CN2CCN(c3cc(C)nc4ccccc34)CC2)cc1	-8	5	-4	28	0	0	0	19	0	-21	13
O=S(=O)(/C=C/c1ccccc1)Oc1ccccc1	-5	-26	-6	-3	13	-29	-10	-9	10	-7	-7
COc1ccc(NC(=O)c2sc(=S)[nH]c2N)cc1	-8	-22	-7	-14	-27	3	-10	6	-5	·	-69
COc1ccc(NC(=O)C[C@H]2C(=O)N(CCc3ccccc3)C[C@@H]2Cc2ccccc2)cc1	7	21	·	-4	10	-18	3	·	28	-6	-16
Cc1ccc(-n2ncc(C(=O)Nc3cc(Cl)ccc3Cl)c2C2CCNCC2)cc1	40	-10	-2	10	2	-17	-2	5	22	0	0
C/C(=N\NC(=O)Nc1ccccc1)c1ccccc1	-12	-78	4	6	-39	5	15	-17	2	-5	-90
CSc1ccc(CN(C)CC(=O)NC(=O)NCCC2=CCCCC2)cc1	-10	4	2	2	-8	-9	-4	-6	-1	-4	9
Cc1ccc(CN2C(=O)C(CC(C)C)Nc3ncnc(N4CCOCC4)c32)cc1 (configuration not stated)	-24&-2	4&2	·	-7&-7	-14&21	16&8	15	0	-8	-5&-6	2&-1
COc1ccc([C@H]2C(C#N)=C([S-])N[C@](C)(O)[C@@H]2[n+]2ccccc2)cc1	-6	-3	·	-3	22	25	4	·	2	-5	3
CCC1Nc2ncnc(N3CCc4ccccc4C3)c2N(Cc2ccc(Cl)cc2)C1=O (configuration not stated)	40	48	·	-17	-31	-10	-1	12	-3	-10	24
COc1ccc(NC(=O)CC2C(=O)N(Cc3ccco3)C(=S)N2C(C)C)cc1 (configuration not stated)	-9	14	2	9	6	3	4	-5	6	-7	9

Random draw from the library (roughly 3.3% active in at least one column).
